Bioassay records from PubChem BioAssay.
14-3-3 Bad PPI – disrupts binding of bovine 14-3-3 zeta to phospho-Bad peptide; P63103; TR-FRET 14-3-3zeta/Dy647-pBad peptide displacement, 1 h; inhibition, % at 21.7 µM; 220,000 tested, 0.71% active;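 active = inhibition above about 70%, limit read from the data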;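 note: 0% = full 14-3-3 plus peptide FRET controls and 100% = background without 14-3-3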
Furin inh – blocks human furin protease activity. P09958. purified furin, fluorogenic substrate cleavage. inhibition, % at 30 µM. 220,000 tested, 0.061% active. AID 463115; in the data active = inhibition above about 25%; note: inactives centre near -15
EBV gp42 inh – inhibitors of Epstein-Barr virus glycoprotein 42. Fluorescence polarization binding assay, mP read-out. inhibition, % (tested at 21.74 µM). 220,000 tested, 0.42% active; in the data active = inhibition above about 50%
Cl transport mod – KCC2 (human) Cl- transport modulation | B-score of Tl+ flux slope (higher = more flux/activation; lower = inhibition) at 10 µM | KCC2 cells, thallium flux FluoZin-2 fluorescence | 190,000 tested, 2.2% active | AID 1456 | Q9H2X9;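 active = thallium flux slope and its plate-corrected score both differing from the plate sample mean at a set confidence after two filtering rounds, in either direction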;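 note: slope of fluorescence scaled to starting intensity during 10 to 20 s after thallium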
Target sequence (Q9H2X9 whole entry, looked up): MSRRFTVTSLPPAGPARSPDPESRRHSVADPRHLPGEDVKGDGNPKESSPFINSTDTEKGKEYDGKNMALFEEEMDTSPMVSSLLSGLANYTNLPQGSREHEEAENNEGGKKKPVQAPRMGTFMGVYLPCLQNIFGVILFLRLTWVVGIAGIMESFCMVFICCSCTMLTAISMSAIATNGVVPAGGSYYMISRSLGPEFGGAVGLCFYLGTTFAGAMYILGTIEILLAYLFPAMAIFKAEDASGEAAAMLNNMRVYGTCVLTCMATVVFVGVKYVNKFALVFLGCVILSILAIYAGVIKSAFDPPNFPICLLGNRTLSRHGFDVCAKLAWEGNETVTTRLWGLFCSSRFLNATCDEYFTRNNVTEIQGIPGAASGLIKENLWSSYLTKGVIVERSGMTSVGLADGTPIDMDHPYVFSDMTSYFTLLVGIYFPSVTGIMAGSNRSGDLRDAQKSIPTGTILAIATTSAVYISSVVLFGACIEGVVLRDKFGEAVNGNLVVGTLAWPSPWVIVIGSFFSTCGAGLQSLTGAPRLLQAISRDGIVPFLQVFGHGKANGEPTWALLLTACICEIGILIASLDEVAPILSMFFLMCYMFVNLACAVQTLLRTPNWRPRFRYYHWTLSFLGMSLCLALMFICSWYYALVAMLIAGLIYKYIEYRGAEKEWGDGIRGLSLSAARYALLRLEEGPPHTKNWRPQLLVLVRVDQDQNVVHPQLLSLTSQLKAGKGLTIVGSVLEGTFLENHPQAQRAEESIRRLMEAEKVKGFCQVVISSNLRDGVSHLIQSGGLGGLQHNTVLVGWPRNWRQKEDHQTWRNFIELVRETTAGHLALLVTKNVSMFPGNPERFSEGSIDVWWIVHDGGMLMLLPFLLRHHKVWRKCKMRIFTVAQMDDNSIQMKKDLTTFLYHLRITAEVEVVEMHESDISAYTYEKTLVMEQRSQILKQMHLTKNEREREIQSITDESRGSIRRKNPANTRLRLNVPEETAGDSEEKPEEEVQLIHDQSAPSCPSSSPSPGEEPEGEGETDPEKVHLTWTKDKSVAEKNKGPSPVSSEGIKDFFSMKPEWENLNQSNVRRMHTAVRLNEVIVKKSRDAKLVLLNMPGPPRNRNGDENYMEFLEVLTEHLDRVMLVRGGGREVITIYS
NCF1 inh – p47phox (human) inhibition. 220,000 tested, 0.53% active. inhibition, % at 24.7 µM. p47phox/p22phox peptide binding, fluorescence polarization, 2 h. AID 1274. P14598;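 note: 0% = p47phox with labelled peptide and 100% = labelled peptide alone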
Thrombin inh – blocks human thrombin protease activity; alpha-thrombin, Boc-VPR-AMC fluorogenic substrate cleavage; inhibition, % at 5 µM; P00734; 220,000 tested, 0.26% active;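 active = inhibition at or above 40%; inactive = inhibition below 40%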;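 note: 0% = enzyme with no compound and 100% = wells without enzyme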
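System – human alpha-thrombin protein · Reagent – Boc-VPR-AMC substrate, 15 µM final · Compound – 5 µM single dose in 0.2% DMSO · Schedule – reaction at room temperature · Technique – AMC fluorescence at 355 nm excitation and 460 nm emission · Read-out basis – % inhibition relative to enzyme controls and enzyme-free blanks · Control set – no-compound enzyme wells and no-enzyme blanks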
Rad51 HR inh – Rad51 (human) homologous recombination inhibition. Q06609. hRad51 DNA strand exchange, fluorescence dequenching. inhibition, % at 10 µM. 200,000 tested, 0.085% active. AID 1385;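 active = inhibition above 40% at the single screening dose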;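 note: 0% = DMSO control wells and 100% = blanks with heterologous ssDNA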
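Material: human Rad51–ssDNA filaments; Probe or stimulus: labelled 47-mer dsDNA for strand exchange; Doses: single 10 µM dose; Incubation: 37 °C 15-min filament assembly, 30-min compound preincubation, 15-min exchange; Technique: FRET fluorescence dequenching, excitation 485 nm, emission 520 nm; Measure: Fluorescence-based percent inhibition, control- and blank-normalised; Benchmarks: plate control and blank wells.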
hK5 inh – inhibitors of human kallikrein 5. Q9Y337. recombinant hK5, fluorogenic AMC substrate cleavage. inhibition, % at 5 µM. 210,000 tested, 0.59% active. AID 873;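 active = inhibition of 40% or more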;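 note: 0% = enzyme controls without compound and 100% = no-enzyme blanks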
eIF4E 4G PPI – blocks eIF4E binding to eIF4G; P63073+Q04637; TR-FRET eIF4E-eIF4GI(517-606) binding, 2 h; inhibition, % at 21.7 µM; 220,000 tested, 0.37% active; AID 782;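 note: 0% = full FRET control wells and 100% = background wells lacking eIF4GI fragment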
Active calls of the source: *; nt = not tested or not shown; [ ] = remark or other dose.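 Rule for the calls, unless noted: active = inhibition above about 30% (limit read from the data); inactive = the rest.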

Value order – 14-3-3 Bad PPI | Furin inh | EBV gp42 inh | Cl transport mod | NCF1 inh | Thrombin inh | Rad51 HR inh | hK5 inh | eIF4E 4G PPI
CCOC(=O)C1=C(C)N2C(=C(C#N)[C@@H]1c1ccc(C(=O)OC)cc1)SC[C@@]2(O)C(C)(C)C
    -7 | -16 | -14 | -0.4 | -22 | 0 | -1 | -19 | 5
COC(=O)C1C2C=CC3(CN(C4CCCC4)C(=O)C13)O2 (centres undefined)
    4[fluorescence artefact?] | -9 | -19 | nt | -55 | -2 | 3 | -7 | -3[fluorescence artefact?]
Cn1c(NCc2ccc(Cl)cc2)nc2ccccc21
    -7 | -13 | 25 | -1.4 | 10 | 1 | 22 | -3 | -2
CC1=CC(C)C(C(=O)O)C(C(=O)O)C1 (centres undefined)
    2 | -19 | -26 | 0.28 | -14 | 1 | -7 | -20 | 2
CC1=Nc2ccccc2/C1=C/c1c(N)n2c(S(=O)(=O)CC(C)C)nsc2nc1=O
    9 | -2 | 4 | -4.2 | -27 | -7 | 4 | -3 | 3
CC1(C)CC(NS(=O)(=O)c2ccccc2)CC(C)(C)N1
    -1 | -29 | -19 | nt | 5 | -1 | 2 | -2 | 2
COC(=O)c1scc(S(C)(=O)=O)c1-n1cccc1
    -8 | -23 | -17 | -0.017 | 2 | 2 | 14 | 6 | -3
CN(C)S(=O)(=O)c1cccc(NC(=O)COC(=O)CNC(=O)c2ccccc2F)c1
    0 | -15 | -9 | -1 | 1 | -6 | 0 | -2 | -2
CC12CC3CC(C)(C1)CC(C(=O)NC1=NCCS1)(C3)C2
    -2 | -14[20 µM] | 0 | -0.87 | -10 | 5 | -7 | 7 | 4
Cc1nn(-c2ccccc2)c(C)c1N
    -7 | -11 | -1 | -0.16 | 12 | -28 | 3 | -5 | 1
COc1ccccc1CNC(=O)C1CCCN(S(=O)(=O)c2cnc[nH]2)C1 (centres undefined)
    -8 | -5 | -14 | 0.93 | -19 | -1 | 6 | -5 | 0[fluorescence artefact?]
CCC1(C)Cc2ccccc2-c2nc3n(c(=O)c21)CCCCC3 (centres undefined)
    4 | -13 | -12 | 0.25 | -9 | -7 | -3 | -7 | -3
O=C(N/N=C/c1ccco1)c1cccc(N2CCCC2=O)c1
    8 | 1 | 5 | 0.44 | -8 | -5 | nt | -5 | 3[fluorescence artefact?]
CCCN1CCN(CCCNC(=O)c2cc3c(=O)n(C)c4ccccc4c3n2C)CC1
    3 | -20 | -7 | nt | 19 | -5 | -4 | 0 | -5[fluorescence artefact?]
C=CCNC(=S)NS(=O)(=O)c1cccs1
    -6 | -21 | -9 | 1.1 | -12 | 1 | 24 | -6 | 1
CN(CC1COc2ccccc2O1)C(=S)NC1CCCCC1 (centres undefined)
    1 | -13 | -10 | -2.4 | -5 | -3 | -12 | -2 | 2
O=C(COC(=O)c1ccc(S(=O)(=O)N2CCc3ccccc3C2)cc1)NC(=O)NCc1ccco1
    4 | -16[20 µM] | -6 | 0.02 | -12 | 1 | -4 | 5 | 4
CCCCOc1cccc(C(=O)N(Cc2ccco2)C2CCS(=O)(=O)C2)c1 (centres undefined)
    -6 | -25 | -11 | -0.68 | -7 | 1 | -7 | -9 | -4
CCN(CC)S(=O)(=O)c1ccc(OC)c(-n2cnnn2)c1
    -9 | -32 | -21 | -0.1 | -3 | -7 | -5 | 5 | 0
O=C(NCc1cccc(CNC(=O)c2ccco2)c1)c1ccco1
    -3 | -16 | -14 | 1.1 | -10 | 0 | 6 | -12 | -12

Next section; it opens with the two that closed the last part.
Value order – 14-3-3 Bad PPI | Furin inh | EBV gp42 inh | Cl transport mod | NCF1 inh | Thrombin inh | Rad51 HR inh | hK5 inh | eIF4E 4G PPI
CCN(CC)S(=O)(=O)c1ccc(OC)c(-n2cnnn2)c1
    -9 | -32 | -21 | -0.1 | -3 | -7 | -5 | 5 | 0
O=C(NCc1cccc(CNC(=O)c2ccco2)c1)c1ccco1
    -3 | -16 | -14 | 1.1 | -10 | 0 | 6 | -12 | -12
COc1ccc(-c2cc(C(F)F)nc(-n3nc(C)cc3C)n2)cc1
    5 | -29 | -35 | nt | -25 | 2 | nt | -20 | 2
CCOC(=O)c1cnn2c(C(F)(F)F)cc(-c3ccccc3)nc12
    1 | -15 | -10 | 0.83 | -4 | 2 | 1 | -26 | -3
CC1CCCN(C(C(=O)Nc2ccc(C(C)C)cc2)c2ccc3c(c2)OCO3)C1 (centres undefined)
    0 | -12 | -7 | 1.9 | -4 | -3 | 0 | -3 | -4
Cc1ccc(C(=O)O/N=C/c2c(Cl)n(C)c3ccccc23)cc1
    0 | -18[20 µM] | -8 | -0.39 | -8 | -2 | -1 | 2 | 9
CC(C)CNCC1OCc2ccccc2CO1
    0 | -15 | -22 | 0.26 | -7 | 1 | -5 | 1 | 2
CCCCN1C(=O)C(=Nc2cccc3cnccc23)c2ccccc21
    5 | -10 | -1 | -1.6 | -5 | -1 | -6 | 10 | 0
Cc1nn(-c2cc(N3CCOCC3)ccc2[N+](=O)[O-])c(=O)c2ccccc12
    8 | -19[20 µM] | -12 | -0.21 | -4 | 3 | 5 | 7 | -1
COC(=O)c1ccc(Cn2nc(C(F)(F)F)cc2C)cc1
    -5 | -4[20 µM] | 7 | 1.6 | -5 | 0 | 5 | 7 | 8[fluorescence artefact?]
COC(=O)C1CC(=O)N(c2ccc(C)cc2)C1 (centres undefined)
    -4 | -21 | -13 | nt | -3 | -11 | -6 | -3 | 0
Cc1cc(C)n(-c2ccc(C(=O)Nc3nc4ccccc4s3)cc2)n1
    -8 | -22 | -2 | -0.0039 | 11 | -2 | -4 | -15 | -14
C/C(=N\Nc1cccc([N+](=O)[O-])c1)c1cc(F)ccc1O
    -2 | -13 | 2 | 0.8 | 9 | -11 | nt | 0 | -3
Cc1ccc2ncnc(NCCCN3CCOCC3)c2c1
    9 | -17[20 µM] | 3 | 0.61 | 1 | 3 | 23 | 14 | -5
Cc1cccc2cc(CN(Cc3ccco3)S(=O)(=O)c3ccc4c(c3)OCCO4)c(=O)[nH]c12
    -1[fluorescence artefact?] | -30 | -8 | nt | -6 | 0 | 0 | 4 | -3[fluorescence artefact?]
COc1ccc(-n2nc(C#N)c(Cl)cc2=O)cc1
    0 | -18 | 1 | -1.4 | 2 | -3 | 19 | -3 | -1
Nn1c(SCC(=O)N2CCOCC2)nnc1-c1ccccc1Cl
    3 | -9[20 µM] | -23 | -0.22 | -20 | -3 | 1 | -15 | 5
Cc1c(/C=N/NC(=O)c2cc(C(C)(C)C)[nH]n2)c2ccccc2n1C
    47 | -12 | -3 | -0.54 | -4 | 0 | 10 | 1 | -1
CN1C(=S)N2CCCN2C1c1ccccc1 (centres undefined)
    2 | -32 | 1 | -0.35 | -6 | 3 | 5 | 5 | -12
O=C(Nc1cccc(-c2nc3ccccc3s2)c1)c1cc(-n2cnnc2)ccc1Cl
    5 | -3[20 µM] | 1 | -1.1 | -20 | 0 | 1 | 3 | -1
NNC(=O)/C(=N/Nc1ccccc1)S(=O)(=O)c1ccc(Cl)cc1
    1 | -7 | -11 | -4.2e-05 | -14 | -6 | nt | -16 | 5
COc1ccc(N2Cc3ccccc3C2=NC(=O)c2ccc(C)cc2)cc1OC
    -13 | -15 | -13 | 0.22 | -13 | -6 | 3 | -5 | -1

New compounds follow
Value order – 14-3-3 Bad PPI | Furin inh | EBV gp42 inh | Cl transport mod | NCF1 inh | Thrombin inh | Rad51 HR inh | hK5 inh | eIF4E 4G PPI
CCN1CCN(C(=O)C2c3cc(OC)c(OC)cc3C(=O)N3CCc4ccccc4C23)CC1 (centres undefined)
    6[fluorescence artefact?] | -13 | -18 | nt | -10 | 0 | nt | 9 | 5[fluorescence artefact?]
Cc1cccc(OCC(=O)NCC(=O)N/N=C/c2cc(Br)ccc2OCc2ccccc2)c1
    6 | 1 | -8 | -0.16 | -1 | 0 | 2 | -11 | -3[fluorescence artefact?]
Cc1cc(-c2csc(N)n2)c(C)n1CCC(C)C
    48 | -8[20 µM] | -9 | -0.13 | -7 | 0 | -13 | -5 | -2[fluorescence artefact?]
COC(=O)c1cc(Br)c(=O)n(-c2ccccc2OC)c1
    -2[fluorescence artefact?] | -24 | -15 | -0.36 | -15 | -7 | 3 | -18 | -4[fluorescence artefact?]
COC(C(=O)Nc1ccc(S(=O)(=O)Nc2ccc(F)cc2)cc1)c1ccccc1 (centres undefined)
    2[fluorescence artefact?] | -15 | 8 | -0.28 | -11 | -5 | -5 | -4 | 0
COC(=O)CSc1nc2ccccc2nc1SCC(=O)OC
    -10[fluorescence artefact?] | -13 | -12 | 0.39 | -1 | 2 | 3 | 6 | -1
CNCC(=O)N(CC(C)C)c1c(N)n(CC(C)C)c(=O)[nH]c1=O
    6 | -23 | 0 | 1.1 | 0 | 1 | 14 | 5 | 2
CCOc1ccc(OCC)c(NC(=O)C2CCN(S(=O)(=O)c3cccc4nonc34)CC2)c1
    0 | -16[20 µM] | 5 | -1.4 | 4 | -10 | -16 | -9 | -12
CCOC(=O)N/N=C/c1cccnc1
    -3 | -12 | -19 | 0.078 | -8 | -8 | 4 | 1 | 2
CCOc1ccccc1N1CCN(C(=O)CC(C)C)CC1
    -12 | -4 | -8 | -0.35 | -19 | -1 | -4 | -19 | 4[fluorescence artefact?]
CC(=O)NN1C(=O)c2ccccc2NC1c1ccc([N+](=O)[O-])o1 (centres undefined)
    -29 | -22 | 1 | -0.37 | -6 | 1 | 3 | -10 | 4
O=[N+]([O-])c1ccc(-n2cccn2)c(-c2nn[nH]n2)c1
    -1 | -14 | -20 | -0.4 | -7 | -6 | 13 | -5 | -1
COc1ccc(S(=O)(=O)N(C)CC(=O)NCc2cccnc2)cc1OC
    nt | -13[20 µM] | 14 | nt | -2 | -6 | 8 | -4 | nt
Cc1cc(C(F)(F)F)nn1CC(=O)N1CCCCC1C (centres undefined)
    2 | -10 | -14 | 0.91 | 3 | 3 | 3 | -3 | -5
COc1cc(-c2nnc(COC(=O)c3c4c(nc5ccccc35)CCCC4)o2)cc(OC)c1OC
    -3 | -22[20 µM] | 6 | -0.86 | -9 | 3 | 11 | -20 | 0
C=CCN=C1S/C(=C\c2ccc(Cl)cc2)C(=O)N1CC=C
    1 | -13 | -17 | 1.3 | -14 | 0 | -14 | 3 | 6
C/C(=C\c1ccccc1)C(=O)NCc1ccco1
    -9 | -18 | -4 | 0.041 | -6 | -5 | 9 | -4 | 2

Arranged by count of non-hydrogen atoms (rising): part of the list above
Value order – 14-3-3 Bad PPI | Furin inh | EBV gp42 inh | Cl transport mod | NCF1 inh | Thrombin inh | Rad51 HR inh | hK5 inh | eIF4E 4G PPI
C/C(=C\c1ccccc1)C(=O)NCc1ccco1
    -9 | -18 | -4 | 0.041 | -6 | -5 | 9 | -4 | 2
O=[N+]([O-])c1ccc(-n2cccn2)c(-c2nn[nH]n2)c1
    -1 | -14 | -20 | -0.4 | -7 | -6 | 13 | -5 | -1
Cc1cc(C(F)(F)F)nn1CC(=O)N1CCCCC1C (centres undefined)
    2 | -10 | -14 | 0.91 | 3 | 3 | 3 | -3 | -5
C=CCN=C1S/C(=C\c2ccc(Cl)cc2)C(=O)N1CC=C
    1 | -13 | -17 | 1.3 | -14 | 0 | -14 | 3 | 6
COC(=O)CSc1nc2ccccc2nc1SCC(=O)OC
    -10[fluorescence artefact?] | -13 | -12 | 0.39 | -1 | 2 | 3 | 6 | -1
CC(=O)NN1C(=O)c2ccccc2NC1c1ccc([N+](=O)[O-])o1 (centres undefined)
    -29 | -22 | 1 | -0.37 | -6 | 1 | 3 | -10 | 4
CCN1CCN(C(=O)C2c3cc(OC)c(OC)cc3C(=O)N3CCc4ccccc4C23)CC1 (centres undefined)
    6[fluorescence artefact?] | -13 | -18 | nt | -10 | 0 | nt | 9 | 5[fluorescence artefact?]
